# Wnt bcat act: Wnt/beta-catenin pathway activators, primary screen, cell-based, plate reader, single point; activation, % at 9.35 µM; Wnt/beta-catenin reporter cell assay, activator; hit rate 1.2% among 300,000; in the data active means activation above about 30%, passing the limit was not always enough; inconclusive means no clear call, values can overlap the other calls;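 further: 0% = neutral control wells and 100% = positive control wells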
# An asterisk follows results filed as active; u = inconclusive.
SMILES,Wnt bcat act
COC(=O)[C@@]12C[C@@H](CC(=O)N3CCC(c4ccccc4)CC3)C(=O)N(CCc3ccc(OC)c(OC)c3)C1=CCC(C)(C)C2,-8
CCOC(=O)[C@]12CCC=C1N(CCC1=CCCCC1)C(=O)[C@H](CC(=O)NCc1cccc(C(F)(F)F)c1)C2,-3
CCCCNC(=O)c1nc(-c2ccc(C(F)(F)F)cc2)oc1-c1ccccc1,0
C[C@@H]1CCCCO[C@@H](CN(C)CC2CCCCC2)[C@@H](C)CN([C@H](C)CO)C(=O)c2cc(NC(=O)Nc3ccc4c(c3)OCO4)ccc2O1,-2
CCNC(=O)C1(C)CCCN1C(=O)c1ccc(-c2ccccc2)cc1 (stereo not given),-3
Cc1ccc(C(c2nc3ccccc3[nH]2)n2c(-c3ccccc3)nc3ccccc32)cc1 (stereo not given),-1
CN1OC[C@@H]2CN(C(=O)CCc3ccccc3)[C@H](c3ccccc3Br)C[C@@H]21,-3
COc1ccc(Cn2cc(CN(C)C3CN(Cc4cn(Cc5ccc(OC)cc5)nn4)S(=O)(=O)C3)nn2)cc1 (stereo not given),-2
COc1ccc(Cc2c(C3CCCCC3)nc3ccc(Cl)cn23)c(C)c1,-2
Clc1ccc2nc(C3CCCCC3)c(CC3CCCCC3)n2c1,-5
COc1cccc(-c2cnc(C(O)c3c(C)ccc4ccccc34)[nH]2)c1 (stereo not given),4
Cc1ccc(F)c(S(=O)(=O)NC(=O)C2(C)CCN2C(=O)CC(c2ccccc2)c2ccccc2)c1 (stereo not given),-1
CCOC(=O)C1CCCN(C(=O)c2[nH]c(C(F)(F)F)nc2-c2ccccc2)C1 (stereo not given),0
O=C(C(=O)N1CCC(CNC(=O)C2COc3ccccc3O2)CC1)c1cc2ccccc2o1 (stereo not given),0
Cc1c(C(=O)NCc2cccc([N+](=O)[O-])c2)sc(=O)n1Cc1ccc(C(C)C)cc1,-2
CC(=O)N1CCc2cc(NC(=O)C3(C)CCN3Cc3ccccc3OC(F)F)ccc21 (stereo not given),-9
Cc1c(C(=O)NCc2ccc3c(c2)OCCO3)sc(=O)n1Cc1ccc2c(c1)OCO2,-3
O=C(NCCc1ccccc1)c1ccc(-c2ccc(F)c(F)c2)c2ccoc12,1
COCCNC(=O)C1(C)CCCN(Cc2ccc(C)c3ccccc23)C1 (stereo not given),-2
COc1ccccc1CNC(=O)c1cc(-c2cc(F)ccc2OC)n[nH]1,1
Cc1ccc2c(c1)-n1c(nc3ccccc3c1=O)C(Cc1ccccc1)NC2=O (stereo not given),6
O=C1C(=Cc2cn(-c3ccccc3)nc2-c2ccc(OCc3ccc(Cl)cc3)cc2)SC(=S)N1CCS(=O)(=O)O,2
Nc1[nH]c(C(=O)c2ccccc2)c(-c2ccc(Cl)cc2)c1C(=O)c1c[nH]c2ccc(Br)cc12,-3
CC1(C(=O)NCCCN2CCCC2=O)CCN1CCc1ccccc1 (stereo not given),0
C#CCNC(=O)c1cc(-c2ccccc2)sc1N,1

# Next part; the last five above are carried over.
SMILES,Wnt bcat act
Cc1ccc2c(c1)-n1c(nc3ccccc3c1=O)C(Cc1ccccc1)NC2=O (stereo not given),6
O=C1C(=Cc2cn(-c3ccccc3)nc2-c2ccc(OCc3ccc(Cl)cc3)cc2)SC(=S)N1CCS(=O)(=O)O,2
Nc1[nH]c(C(=O)c2ccccc2)c(-c2ccc(Cl)cc2)c1C(=O)c1c[nH]c2ccc(Br)cc12,-3
CC1(C(=O)NCCCN2CCCC2=O)CCN1CCc1ccccc1 (stereo not given),0
C#CCNC(=O)c1cc(-c2ccccc2)sc1N,1
COCCNC(=O)C1(C)CCN(C(=O)c2sc(-c3ccccc3)nc2C)C1 (stereo not given),-1
Cc1ccc(C2NC(=O)c3n[nH]c(C(C)C)c32)cc1 (stereo not given),0
CC(C)(C)C(=O)c1c(N)[nH]c(C(=O)c2ccccc2)c1-c1ccc(Br)cc1,-3
COC(=O)C1=C(C)N(Cc2ccccc2C(F)(F)F)C(=NCc2ccccc2)NC1CCc1ccccc1 (stereo not given),-3
CCNC(=O)C1(C)CCCN(C(=O)Cc2ccc(OC)c(OC)c2)C1 (stereo not given),-3
O=C1C2C3CC4C5C3C1C5C1(SCCS1)C42 (stereo not given),-2
CCCCCCN(C(=O)CCCCCN1C(=O)NC(c2ccc(-c3ccccc3)cc2)C(C(=O)OCc2ccccc2)=C1C)C(C(=O)NCCCC)c1ccc(OCC(=O)OC)c(C(=O)OC)c1 (stereo not given),-7
CCc1nc2ccc(C(=O)NCC3CCCCC3)cn2c1N(C)C(=O)c1cccc(OC)c1,3
CSCCNC(=O)C1(C)CCN1C(=O)CCc1ccccc1 (stereo not given),-2
CN1CCN(c2ncnc3c2ncn3[C@H]2CN(Cc3ccc4c(c3)OCO4)C[C@@H](CO)O2)CC1,-3
CN(Cc1ccccc1)C(=O)Cn1nnc(-c2ccccc2)c1COc1ccccc1,-1
CCc1nc2ccc(C(=O)Nc3cccc(NS(C)(=O)=O)c3)cn2c1N(CCC(C)C)CCN(C)C,-1
CCOC(=O)Cn1cc(Cn2c3ccccc3c(=O)n2C(C)C)nn1,0
CN1CCN(c2ccc(CNC(=O)C3(C)Cc4c(-c5ccccc5)ccnc4O3)cc2)CC1 (stereo not given),-3
O=C1Nc2c(Cl)cc(Cl)cc2C12Nc1ccccc1S2 (stereo not given),u
COc1cc(Cn2c3ccc(NC(=O)CCc4ccccc4)cc3c(=O)n2C)ccc1F,-3
COc1ccccc1C(=O)N1CCN(C(=O)[C@H]2O[C@@H](n3ccc(N)nc3=O)[C@H](O)[C@@H]2O)CC1,-1
COC(=O)C1=CN(c2cccc(OCc3ccccc3)c2)C(N)=C(C#N)C1c1ccc(-c2ccccc2)cc1 (stereo not given),-3
CC(C)(C)N1C(=O)c2ccccc2NC(=O)C1C(=O)NCCc1ccccc1 (stereo not given),0
Nc1cc2ccccc2cc1NS(=O)(=O)N1CCCCC1,-3
CCc1nc2c(OCCC3CCCCC3)cccn2c1N(C)C(=O)c1ccccc1F,-3
COc1ccc(NC(=O)C2c3ccccc3OCC(=O)N2CC(F)(F)F)cc1 (stereo not given),0
CCCCC1Cc2[nH]c(=S)[nH]c(=O)c2C(c2ccc(F)cc2)O1 (stereo not given),0
CCCCCCCCN1C(=O)[C@H](CC(=O)N2CCN(C(=O)OCC)CC2)C[C@@]2(C(=O)OC)CC(C)(C)CC=C12,-4
COc1cc(CNC(=O)Nc2nc(C(N)Cc3ccc(Cl)cc3)cs2)cc(OC)c1OC (stereo not given),0

# 3 compounds out of the list above, ordered by the value under Wnt bcat act, high to low.
SMILES,Wnt bcat act
CCOC(=O)Cn1cc(Cn2c3ccccc3c(=O)n2C(C)C)nn1,0
CN1CCN(c2ccc(CNC(=O)C3(C)Cc4c(-c5ccccc5)ccnc4O3)cc2)CC1 (stereo not given),-3
CCCCCCCCN1C(=O)[C@H](CC(=O)N2CCN(C(=O)OCC)CC2)C[C@@]2(C(=O)OC)CC(C)(C)CC=C12,-4

# Back to the main list, starting 3 compounds before the break.
SMILES,Wnt bcat act
CCCCC1Cc2[nH]c(=S)[nH]c(=O)c2C(c2ccc(F)cc2)O1 (stereo not given),0
CCCCCCCCN1C(=O)[C@H](CC(=O)N2CCN(C(=O)OCC)CC2)C[C@@]2(C(=O)OC)CC(C)(C)CC=C12,-4
COc1cc(CNC(=O)Nc2nc(C(N)Cc3ccc(Cl)cc3)cs2)cc(OC)c1OC (stereo not given),0
CN(C)c1ccc(NC(=S)Nc2ccc3c(c2)c(=O)n(C)n3-c2ccc(C(C)(C)C)cc2)cc1,-2
CC1(C(=O)Nc2ccc(Cl)c(Cl)c2)CCN1C(=O)Cc1cccc2ccccc12 (stereo not given),-2
Cc1cc(N2CCN(C(C(=O)NC3CCCC3)c3ccc(-c4ccccc4)cc3)CC2)c2ccccc2n1 (stereo not given),-5
CNC[C@@H]1OCc2ccccc2-c2c(n(C)c3ccccc23)C(=O)N([C@@H](C)CO)C[C@@H]1C,-2
O=C1c2c(-c3ccc(Br)cc3)noc2CCN1Cc1cn(Cc2cccnc2)nn1,-3
COCCCn1cc(CN2CC(N3CCN(CCN(C)C)CC3)CS2(=O)=O)nn1 (stereo not given),-3
CNc1cncc(-c2cccc(O)c2)n1,2
CC1=C(C(=O)N(C(C)C)C(C)C)CC(CC(=O)NC(c2ccccc2)c2ccccc2)C(=O)N1CCCN1CCCC1=O (stereo not given),-1
COc1ccc(/C=C/C(=O)OCC(=O)Nc2cc3oc4ccccc4c3cc2OC)cc1,-3
Cc1ccc2nc(-c3ccco3)c(Cc3cccc(F)c3)n2c1,-1
O=C(NC1CCCC1)C1c2ccccc2OCC(=O)N1CC(F)(F)F (stereo not given),-3
Cc1ccsc1C(=O)OCC(=O)NCc1cccs1,-2
Cc1cccc(Cl)c1NC(=O)NCCCN1CCCCC1C (stereo not given),2
C[C@@H]1CN(S(=O)(=O)C(C)(C)C)[C@@H](CCO)/C1=C\CCO,-3
C=CCN(CC=C)Cc1cc(=O)oc2ccc3ccccc3c12,-3
CCCCNC(=O)c1nc(C2CCN(S(=O)(=O)c3c(F)cccc3F)CC2)oc1-c1ccccc1,4
CC(O)(c1cccc(F)c1)c1nc(-c2ccoc2)cs1 (stereo not given),-3
O=C1CC(c2ccccc2)CC2=C1C1(CCCC1)N=C(Nc1nc3ccccc3o1)N2 (stereo not given),-4
COC(=O)C[C@@H]1C=C[C@@H](NC(=O)Nc2cccc(F)c2)[C@@H](CO)O1,-3
Cn1c(=O)oc2ccc(S(=O)(=O)Nc3ccc(Cl)cc3[N+](=O)[O-])cc21,-1
O=C(NCCN1CCC(n2c(=O)[nH]c3ccccc32)CC1)c1ccncc1,1
OC[C@@H]1CN(Cc2ccco2)C[C@H](n2cnc3c(Nc4ccccc4)ncnc32)O1,1
Fc1ccc(-c2ccc3nccn3c2)cc1Cl,-1
O=C(C(=O)N1CCN(c2ccccc2)CC1)c1ccc2c(c1)OCO2,2
COC(=O)CCC(=O)OC1(C)C(=O)C2=CN(C(CO)CO)C(c3ccc(OC)cc3)=CC2=C(Br)C1=O (stereo not given),0

# Reprinted from the part before: 2 compounds, then new ones.
SMILES,Wnt bcat act
O=C(C(=O)N1CCN(c2ccccc2)CC1)c1ccc2c(c1)OCO2,2
COC(=O)CCC(=O)OC1(C)C(=O)C2=CN(C(CO)CO)C(c3ccc(OC)cc3)=CC2=C(Br)C1=O (stereo not given),0
O=C1Nc2ccccc2-n2nnnc2C1N1CCc2ccccc2C1 (stereo not given),-1
COc1ccc(-c2c(C(=O)c3ccccc3)[nH]c(N)c2C(=O)NCc2ccccc2)cc1OC,2
COc1ccc(NC(=O)C2Cc3c(-c4ccccc4Oc4ccccc4)ccnc3O2)cn1 (stereo not given),0
COCCc1ccc(OC2(C)CCN(Cc3ccc(OC)c4ccccc34)C2)cc1 (stereo not given),-3
Cc1cc(C(=O)CCl)c(C)n1CCc1ccccc1,-1
CC(NC(=O)C1CCN(CCOc2ccc(Cl)cc2)CC1)c1cccc2ccccc12 (stereo not given),-3
COc1cccc(C(C)(O)c2nc(-c3cncnc3)cs2)c1 (stereo not given),-1
CC12C(=O)N(c3ccc(C(=O)N4CCOCC4)cc3)C(=O)C1C1c3ccccc3C2c2ccccc21 (stereo not given),-5
Cn1cc(-c2ccc3c(c2)OCO3)c2ccccc21,2
CNc1ccc2ncc(-c3ccc(OC)c(OC)c3)n2n1,-2
OCCNc1ncnc2c1ncn2[C@H]1CN(Cc2ccc(Cl)cc2)C[C@@H](CO)O1,-1
CN(C)CCCCCCN(C)C,1
CC1(Cc2ccc(Cl)s2)C(=O)Nc2c(Cl)ccc(Cl)c21 (stereo not given),4
COC(=O)[C@@]12C[C@@H](CC(=O)NCc3cccc(C(F)(F)F)c3)C(=O)N(CCc3ccc(OC)c(OC)c3)C1=CCC(C)(C)C2,-3
CCCNC(=O)C1(C)CCN1C(=O)c1cc(C)n(C)n1 (stereo not given),-2
N#Cc1ccc(C(=O)N2CCCCC2c2cc(C(=O)Nc3cccc(C#N)c3)no2)cc1 (stereo not given),36*
CCOC(=O)C1(C)CCN1C(=O)c1ccc(OC)cc1OC (stereo not given),4
CC1=C(C(=O)N2CCCCCC2)CC(CC(=O)NCC2CCCCC2)C(=O)N1Cc1ccccc1 (stereo not given),-1
CCCS(=O)(=O)NC(=O)C1(C)CCCN(C(=O)c2cc(OC)c(OC)c(OC)c2)C1 (stereo not given),-1
CC(C)(C)NC(=O)C(c1cccc2ccccc12)n1c(=O)c(-c2ccccc2)nc2ccccc21 (stereo not given),-8
Nc1nc2c(ncn2[C@@H]2O[C@H](CNCc3cnc(N4CCOCC4)s3)[C@@H](O)[C@H]2O)c(=O)[nH]1,-3
Cn1ccc2c(-c3ccc(CO)cc3)cc3c(c21)C1CCC3O1 (stereo not given),-2
CCOC(=O)N1CCN(C(c2cc3ccccc3o2)c2nnnn2C(C)(C)C)CC1 (stereo not given),-1
Cc1ccccc1-c1csc(C(C)(O)c2cccnc2)n1 (stereo not given),-1
CCOC(=O)C1(C)CCN1C(=O)c1ccc(OC)c(C(F)(F)F)c1 (stereo not given),-3

# (more compounds)
SMILES,Wnt bcat act
O=C(NCc1cccc(C(F)(F)F)c1)c1ccc2sc([C@@H]3O[C@H](CO)[C@H](O)[C@H](O)[C@H]3O)nc2c1,8
CC1C(=O)N(Cc2cn(Cc3ccco3)nn2)CCS(=O)(=O)N1Cc1ccc(-c2ccccc2Cl)cc1 (stereo not given),-1
COCOc1cccc(CN2CCC(C)(Oc3cccc(C#N)c3)C2)c1 (stereo not given),-1
O=C(Nc1ccccc1Cl)c1cc(C2CCCCN2S(=O)(=O)c2ccccc2)on1 (stereo not given),0
CC(C)(C)NC(=O)C(C1CC1)n1c(=O)c(-c2ccco2)nc2ccccc21 (stereo not given),-3
CCCCNC(=O)C1(C)CCC(=O)N1CCOC (stereo not given),0
COc1ccc(Cc2c(-c3ccccc3)nc3cc(C)c(Br)c(C)n23)c(C)c1,-7
Cc1cccc(-c2cc(NCCc3cccnc3)n3nccc3n2)c1,2
CC1=CC2C3C(=O)N(c4ccccc4)C(=O)C3C1C(=O)C2(O)C(C)C (stereo not given),-1
CC1(C(=O)O)CCCN(C(=O)c2cc3ccccc3s2)C1 (stereo not given),-8
CCCN1C(=O)c2n[nH]c(C)c2C1c1ccc(Br)cc1 (stereo not given),-1
Cc1[nH]c(=S)sc1Cc1ccc(Cl)c(Cl)c1,-1

# Compound activity: PubChem, Broad Institute

# Not all compounds are listed (hit frequency here may not be typical).
